Assay outcomes (PubChem)
CD40 NFkB inh – inhibitors of CD40-induced NF-kB signaling, primary screen, BL2 cells, luciferase reporter, single point; 83,000 tested, 0.94% active; CD40L-induced, 4 h; AID 1053188, 2014; inhibition, % at 10 µM;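 active = mean inhibition of at least 50% with a set share of replicates also reaching that level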;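 note: 0% = neutral control wells and 100% = IKK inhibitor VII at 50 µM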
The depositor's hits bear a star; [ ] = dose if it differs, or a comment. A portion of the library (hit frequency here may not be typical).

Compound	CD40 NFkB inh
CN1CCN(c2ccc(-c3cccc(NC(=O)COc4ccc(Cl)cc4Cl)c3)nn2)CC1	-5.3
CN(CC(=O)Nc1ccccc1Br)C(=O)c1cc2c(s1)CCCCC2	-69.9
O=C(Cn1c(=O)oc2ccccc21)N1CCN(S(=O)(=O)c2ccccc2)CC1	1.6
NC(=O)C1CCN(C(=O)c2ccc(OCC(=O)Nc3cccc(C(F)(F)F)c3)cc2)CC1	9.5
COCCNS(=O)(=O)c1cc(OC)c(C)cc1C	3.5
Cc1c(C(=O)OCC(=O)N2CCCC(C)C2)oc2ccccc12 (stereo not given)	-67.6
CCOc1ccc(S(=O)(=O)N2CCOCC2)cc1NC(=O)CSCC(=O)Nc1ccc(OC)cc1	0.3
COc1cccc(C(=O)Nc2ccc3c(c2)C(=O)N(C)[C@H]2CC[C@H](CC(=O)N[C@H](C)c4ccccc4)O[C@H]2CO3)c1	2.5[25 µM]
C[C@@H](NC(=O)[C@H]1[C@H](CO)[C@H]2Cn3c(ccc(-c4ccncc4)c3=O)[C@H]2N1C)c1ccccc1	5.0[25 µM]
COCCCNC(=O)C12CCC(C)(C(=O)C1)C2(C)C (stereo not given)	6.6
Cc1ccc(C)c(S(=O)(=O)N2CCCC2CNC(=O)C(=O)NC2CC2)c1 (stereo not given)	-31.0
COc1ccc(OCc2nc3ccccc3[nH]2)cc1	-10.2
CCCN(CC(=O)Nc1ccccc1C)C(=O)c1ccc(N2CCOCC2)c([N+](=O)[O-])c1	-10.2
CC(=O)Oc1ccc(C(=O)Nc2ccccc2C(=O)N2CCCCC2)cc1	5.2
Cc1ccc(-c2csc(C(O)(c3ccccc3)C(F)(F)F)n2)cc1C (stereo not given)	18.2
Cc1ccsc1/C=N/NC(=O)c1ccc(Cn2cc(Br)cn2)o1	-6.9
Cc1ccc(CN2CCN(Cc3cn(C)nc3-c3ccccc3)CC2CCO)o1 (stereo not given)	24.1
CC(NC(=O)COc1cccc(Br)c1)C(=O)O (stereo not given)	10.5
CCOC(=O)C1CCN(C(=O)c2cc(-c3ccncc3)nc3ccccc23)CC1	2.5
O=C(CCn1c(=O)c2cccn2c2ccc(F)cc21)NCCc1ccccc1	-7.0
C=CCN(CC(=O)NC1CC1)S(=O)(=O)c1cccc(C(F)(F)F)c1	7.4
NC(=O)c1cc(-c2ccccc2)nc(N2CCOCC2)n1	9.0
Oc1oc(-c2ccccc2)nc1C=Nc1ccccc1	-84.9
COCCN(CCOC)c1ncnc2c1cnn2-c1ccccc1	-14.9
CN1CCN(c2ccccc2NC(=O)c2ccc3c(c2)OCCO3)CC1	-11.5
O=c1c2ccccc2nnn1Cc1ccc2ccccc2c1	-42.4
CCOC(=O)c1oc2ccccc2c1NC(=O)c1ccc2c(c1)OCO2	9.3
Cn1cnc([N+](=O)[O-])c1Sc1ccncn1	4.7
O=C(C1CC1)N1CCCN(C(=O)C2CC2)CC1	4.8
N#C[C@H]1[C@@H](c2ccc(C#CC3(O)CCCC3)cc2)[C@@H](CO)N1C(=O)C1CCCC1	-1.2
CSc1cccc(NC(N)=O)c1	0.3
COc1ccc(/C=C(/NC(=O)c2cccs2)C(=O)NCc2ccco2)cc1OC	3.0
OC[C@H]1[C@@H](c2ccccc2)C2(CN(Cc3cccnc3)C2)N1Cc1ccncc1	-4.2[25 µM]
COc1ccc(Cc2nc3ccc(C(=O)N(C)Cc4nccn4C)cc3o2)cc1	-22.5
COCC(=O)N1CCC2(CC1)CN(Cc1cc(F)ccc1F)[C@@H](CO)c1c2c2ccc(OC)cc2n1C	-5.7[25 µM]
CCOc1cc(N2CCOCC2)c(OCC)cc1NC(=O)c1ccc2ccccc2n1	-41.3
CCCCN(C(=O)c1ccc2c(c1)S(=O)(=O)N=C1CCCCCN12)c1c(N)n(CCCC)c(=O)[nH]c1=O	21.2
COc1ccc(CCN(C)C(=O)C2CCN(C(=O)Nc3ccccc3)CC2)cc1OC	-8.4
O=C(O)C1CCCN1c1ncnc2ccccc12 (stereo not given)	7.9
CCCC(=O)Nc1sc2c(c1C(=O)OC)C(C(=O)OC)CC2 (stereo not given)	8.8
CN(C)C(=O)c1ccc(-c2ccc([C@@H]3[C@H]4CN(C(=O)C5CC5)CCCCN4[C@H]3CO)cc2)cc1	-0.8[25 µM]
Cc1nn(-c2ccc(F)cc2)c(C)c1NS(=O)(=O)c1ccc2ccccc2c1	13.7
COc1ccccc1NC(=O)N1C[C@H]2[C@@H](c3ccccc31)[C@@H](CO)N2Cc1ccc2c(c1)OCO2	9.8[25 µM]
COCCCNC(=O)Nc1ccc(Br)cc1Cl	-33.3
C[C@@H]1CN([C@H](C)CO)C(=O)c2cc(NS(=O)(=O)c3cn(C)cn3)ccc2O[C@@H](C)CCCCO[C@H]1CN(C)C(=O)Nc1ccc(C(F)(F)F)cc1	0.2[25 µM]
c1csc(-c2nc(-c3ccncc3)no2)c1	-83.2
NC(Cc1ccc(C(F)(F)F)cc1)c1csc(NC(=O)Nc2ccccc2)n1 (stereo not given)	12.6
CCCNC(=O)N1[C@@H]2CN(C(=O)Nc3cccc(Cl)c3)c3ccccc3[C@@H]2[C@@H]1CO	-0.4[25 µM]
CO[C@@H]1CC[C@H]2CCN(C)C(=O)[C@H](C)N(C)C(=O)c3cccc(C#N)c3OC[C@H]1O2	1.7[25 µM]
Cc1ccc(S(=O)(=O)NCCSc2nnnn2-c2ccccc2)cc1	0.5
O=C(C[C@@H]1CC[C@@H](NC(=O)Nc2ccc(C(F)(F)F)cc2)[C@H](CO)O1)NCc1cccc(F)c1	3.4[25 µM]
COc1ccc(C(=O)CNc2ccc3ccccc3c2)cc1	-43.8
CC(=O)c1sc(NC(=O)CN2C(=O)NC3(CCCC3)C2=O)nc1-c1ccccc1	7.6
CNC[C@H]1OCCCC[C@@H](C)Oc2ccc(NC(=O)Nc3ccc(OC)cc3)cc2C(=O)N([C@H](C)CO)C[C@H]1C	-15.3[25 µM]
COc1ccc(C(CNC(=O)Cc2ccccc2F)N2CCCCC2)cc1 (stereo not given)	-5.1
C[C@@H]1CN([C@H](C)CO)C(=O)Cc2cc(NC(=O)Nc3ccc(F)cc3)ccc2O[C@H]1CN(C)S(C)(=O)=O	-2.2[25 µM]

(cont.)
Compound	CD40 NFkB inh
CC(C)[C@H]1C/C=C\CCNC(=O)[C@@H](C)CC(=O)N1	2.6[25 µM]
COc1ccc(-c2noc(N3CCC(C(=O)N(C)c4ccccc4)CC3)n2)cc1	10.7
O=C(c1cc2ccccc2o1)N1CCN(c2ccccn2)CC1	8.3
COc1ccc2c3c(n(C)c2c1)[C@H](CO)N(C(=O)Nc1ccc(F)cc1)CC31CCN(Cc2ccccn2)CC1	12.4[25 µM]
C/C=C/c1ccc([C@H]2[C@@H](CO)N(C(=O)NCCC)[C@H]2CNC(=O)C2CCC2)cc1	-3.1
CCC(=O)N1CCCCN2[C@H](CO)[C@@H](c3ccc(-c4cccc(C(=O)N(C)C)c4)cc3)[C@@H]2C1	0.7[25 µM]
CN(C)C(CNC(=O)c1cc(S(=O)(=O)N(C)c2ccc(F)cc2)ccc1Cl)c1ccco1 (stereo not given)	2.1
Cc1noc(C)c1S(=O)(=O)NCCc1ccc(S(N)(=O)=O)cc1	0.7
COc1ccc(NC(=O)CN(C)S(=O)(=O)c2ccc3c(c2)NC(=O)CS3)cc1	0.1
O=C(Nc1cc(F)ccc1F)N1CC(=O)N2[C@@H](CO)[C@H](c3ccc(/C=C/c4ccccc4)cc3)[C@@H]2C1	9.9[25 µM]
O=S(=O)(N/N=C/c1ccccc1OCc1ccc(Cl)cc1)c1ccccc1	-48.5
CC(C)NC(=O)c1ccc(COCC(F)(F)F)cc1	-2.8
O=S(=O)(c1ccc(F)cc1)N1CCN(CCOc2ccccc2)CC1	0.9
CCCC(=O)c1cc2c(cc1NC(=O)CC)OCCO2	5.1
CC(C)(C)N=C1NN=C(c2ccc(S(=O)(=O)N3CCCCC3)cc2)CS1	22.0
O=C(Nc1cc(F)ccc1F)N1CC(=O)N2[C@H](C1)[C@@H](c1ccc(/C=C/c3ccccc3)cc1)[C@@H]2CO	-0.6[25 µM]
Cc1ccc2nc(-c3cccc(NC(=O)c4ccc5c(c4)OCCO5)c3)oc2c1	0.0
O=C(CN1CCc2ccccc21)Nc1ccc2c(c1)OCCCO2	-41.4
Cc1ccc(CN2C(=O)C3CCCN3c3ncccc32)cc1 (stereo not given)	-1.0
CC(C)CN(C(=O)C1CCC1)c1c(N)n(Cc2ccccc2)c(=O)[nH]c1=O	1.6
OC(c1nnc(-c2ccccc2)o1)c1cccs1 (stereo not given)	-55.7
CC(OC(=O)C1=NN(c2ccccc2)C(=O)CC1)C(=O)NC1CCCCC1C (stereo not given)	10.8
CC(=O)Nc1ccc(NC(=O)C(C)OC(=O)[C@@H]2CCCN2C(=O)c2cccs2)cc1 (stereo not given in full)	-6.6
CN1c2ccc(C#Cc3cccnc3)cc2[C@@H]2[C@@H](CCN2C(=O)C2CCC2)[C@H]1CO	1.5
OCCC1CN(Cc2nc(-c3ccccc3)cs2)CCN1CCc1ccccc1 (stereo not given)	10.1
COc1ccccc1C(=O)COC(=O)c1cccs1	-58.4
Cc1nc(C)n(C(C)CNC(=O)c2ccco2)n1 (stereo not given)	5.0
COc1cccc(NC(=O)N2CC(=O)N3[C@H](CO)[C@@H](c4ccc(C#CC5CCCC5)cc4)[C@@H]3C2)c1	-4.8
COc1cccc(OC)c1C(=O)NC(=O)Oc1c(F)cccc1F	11.9
O=C(NCCC1CCCCN1S(=O)(=O)c1ccccc1)C(=O)NCc1ccco1 (stereo not given)	0.9
O=C(c1cccnc1)N1CCc2ccccc21	0.8
CO[C@@H]1CN(C)C(=O)c2cc(NC(=O)c3ccc4c(c3)OCO4)ccc2OC[C@H](C)N(CCC(F)(F)F)C[C@@H]1C	17.0[25 µM]
CC(C)n1ncc2c(C(=O)Nc3cccc(C#N)c3)cc(C3CC3)nc21	27.2
Cc1ccc(-c2ccnc3nc(-n4cccc4)nn23)o1	3.5
O=C(C[C@@H]1CC[C@@H]2[C@H](COC[C@@H](O)CN2Cc2cc(F)ccc2F)O1)NCc1ccc(Oc2ccccc2)cc1	15.2[25 µM]
O=C(N[C@H]1C=C[C@@H](CC(=O)N2CCC(Cc3ccccc3)CC2)O[C@H]1CO)c1cnccn1	-12.3[25 µM]
CCCNC(=O)N1[C@@H](CO)[C@@H]2c3ccccc3N(C(=O)Nc3ccccc3)C[C@@H]21	-25.9
COc1cc(/C=N/NC(=O)c2ccccc2NS(=O)(=O)c2cccs2)ccc1O	-11.1
Cc1noc(C)c1NC(=O)Nc1ccc2c(c1)C(=O)N([C@H](C)CO)C[C@@H](C)[C@@H](CN(C)Cc1ccc3c(c1)OCO3)OCCCC[C@@H](C)O2	-18.0[25 µM]
COC(=O)c1ccc(CNC(=O)COC(=O)C2CC3C=CC2C3)cc1 (stereo not given)	-1.3
O=C(O)c1c[nH]c2nccnc12	-2.2
COc1ccc(CN(C)C[C@H]2Oc3ccc(NC(=O)Nc4ccc5c(c4)OCO5)cc3CC(=O)N([C@@H](C)CO)C[C@H]2C)cc1	8.5[25 µM]
O=C(Nc1nc2ccsc2c(=O)s1)C1CCC1	-52.6
CC(=O)Nc1ccc(NC(=O)c2sc3nc4n(c(=O)c3c2C)CCCCC4)cc1	5.9
CCN(CCCNC(=O)c1[nH]c(C)c(C(C)=O)c1C)c1cccc(C)c1	26.2
O=S(=O)(NCC1CCCN(Cc2ccccc2)C1)c1cccc2cccnc12 (stereo not given)	15.5
O=C(N/N=C/c1ccccc1C(=O)O)c1cccc(S(=O)(=O)N2CCCCC2)c1	10.0
Cc1ccc2c(c1)-c1c(cnn1CC(=O)N1CCCN(Cc3ccccc3F)C1)CO2	9.6

Reformatted: entries from further up
CD40 NFkB inh,Compound
-2.2,O=C(O)c1c[nH]c2nccnc12
8.5[25 µM],COc1ccc(CN(C)C[C@H]2Oc3ccc(NC(=O)Nc4ccc5c(c4)OCO5)cc3CC(=O)N([C@@H](C)CO)C[C@H]2C)cc1
-52.6,O=C(Nc1nc2ccsc2c(=O)s1)C1CCC1
5.9,CC(=O)Nc1ccc(NC(=O)c2sc3nc4n(c(=O)c3c2C)CCCCC4)cc1
26.2,CCN(CCCNC(=O)c1[nH]c(C)c(C(C)=O)c1C)c1cccc(C)c1
15.5,O=S(=O)(NCC1CCCN(Cc2ccccc2)C1)c1cccc2cccnc12 (stereo not given)

(more compounds)
Compound	CD40 NFkB inh
Fc1ccccc1CSc1ncnc2c1ncn2C1CCCCO1 (stereo not given)	-43.5
CCOC(=O)c1cnc2nc[nH]n2c1=O	2.4
CCCN(CC(=O)Nc1ccccc1C)C(=O)Cc1c[nH]c2ccccc12	-0.1
O=C(CCNS(=O)(=O)c1ccc(F)c(F)c1)NCCN1CCOCC1	1.5
COc1ccc(CCN(C)CC(=O)Nc2cc(C)nc3ccccc23)cc1OC	4.7
O=C(NC1CCC1)[C@H]1[C@H](CO)[C@H]2Cn3c(cccc3=O)[C@@H]1N2Cc1cc(F)ccc1F	-13.6[25 µM]
CCCNC(=O)c1c(O)c2c([nH]c1=O)CCCC2	-49.5
C[C@@H]1CN([C@H](C)CO)S(=O)(=O)c2ccc(-c3ccncc3)cc2O[C@@H]1CN(C)S(C)(=O)=O	2.2[25 µM]
Cc1ccc(/C=N/c2sc3c(c2C(N)=O)CCCC3)o1	-50.7
COc1ccc(COC(=O)CN2C(=O)NC3(CC(C)CC(C)(C)C3)C2=O)cc1F (stereo not given)	4.7
Cc1cc(C)n2nc(C(=O)OCC(=O)N3C(C)CCCC3C)nc2n1 (stereo not given)	5.4
Cc1cc2nc(CO)[nH]c2cc1C	-15.9
